# Source: PubChem (National Center for Advancing Translational Sciences (NCATS))
# Shiga inhibitor – Shiga toxin inhibition; Vero cells, Shiga toxin protein synthesis inhibition reporter; inhibition, % at 38.7 µM; 9.2% of 290,000 active; AID 2315; in the data active means inhibition mostly above about 28%, no sharp cut-off; inactive means mostly below about 43%; further: 0% is about no effect
# Sm TGR block – S. mansoni TGR enzyme inhibition; purified TGR, DTNB reduction, TNB absorbance 405 nm; Potency, µM (titrated, usually from 114 µM), inactives show at the top dose activity change, negative = inhibition, most hits filed as inhibitors; 3% of 360,000 active; AID 485364; further: potency means the concentration at half of the fitted maximal effect; on the % scale 0 is the no-effect control and ±100 the full control effect; nearly all actives have a fitted effect of over 60% in size
#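 First, TGR (20 nM dispensed) and NADPH were mixed with compound. Second, a 15 min room-temperature incubation followed. Third, further NADPH and then DTNB were added to start the reaction. Finally, TNB absorbance was monitored kinetically.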
# CHX counter – counter-screen hit for Shiga toxin inhibitors, cycloheximide. 12% of 300,000 active. cell reporter, cycloheximide protein synthesis inhibition counterscreen. max response, %; in the data active means max response mostly above about 13%, no sharp cut-off; inactive means mostly below about 14%; further: read at 38.3 µM for the half of the compounds with a filed dose; 0% is about no effect
# Pf growth 96h – P. falciparum growth inhibition at 96 hour, primary screen for plastid delayed-death inhibitors; 6.9% of 320,000 active; P. falciparum luciferase reporter growth, 96 h; Potency, µM (top dose mostly 28.7 µM), without a hit: at the highest dose activity change, negative = inhibition, hits mostly inhibitors; AID 504834; further: potency means the concentration at half of the fitted maximal effect; on the % scale 0 is the no-effect control and ±100 the full control effect
#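 Cell-based qHTS: luciferase-tagged P. falciparum in erythrocytes (2% hematocrit, 0.05% parasitemia final) incubated with compounds for 96 hours, 37 C, 5% CO2; luciferase detection reagent then added and luminescence measured.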
# Pf growth 48h – P. falciparum growth inhibition at 48 hours (one generation). P. falciparum luciferase growth in erythrocytes, 48 h. Potency, µM (top dose mostly 28.7 µM), for inactives: at the top dose activity change, negative = inhibition, most hits filed as inhibitors. 5.9% of 310,000 active. AID 504832; further: potency means the concentration at half of the fitted maximal effect; on the % scale 0 is the no-effect control and ±100 the full control effect
#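 Compounds are pin-transferred into medium, infected erythrocytes (2% hematocrit, 0.1% parasitemia final) are added, and plates sit one parasite generation at 37 C in 5% CO2. Detection reagent is then added and luminescence measured.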
# Giardia FBPA inh – Giardia lamblia aldolase inhibition. purified Giardia FBPA. 0.71% of 290,000 active. A8B2U2. Potency, µM (series often up to 59.6 µM), for inactives: at the top dose activity, negative = inhibition, usual class: inhibitors; further: potency means the concentration at half of the fitted maximal effect; on the % scale 0 is the no-effect control and ±100 the full control effect; nearly all actives have a fitted effect of over 55% in size
# Target sequence (A8B2U2 whole entry, looked up): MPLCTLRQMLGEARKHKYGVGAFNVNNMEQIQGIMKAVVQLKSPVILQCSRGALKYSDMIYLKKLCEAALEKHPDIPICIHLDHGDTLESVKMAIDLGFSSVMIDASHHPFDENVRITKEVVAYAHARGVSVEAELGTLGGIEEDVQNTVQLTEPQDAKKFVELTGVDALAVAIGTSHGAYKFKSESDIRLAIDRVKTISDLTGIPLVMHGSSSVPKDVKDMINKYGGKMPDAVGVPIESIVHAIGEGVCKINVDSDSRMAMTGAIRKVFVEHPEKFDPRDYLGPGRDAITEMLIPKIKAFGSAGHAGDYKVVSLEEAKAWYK
#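 40 nM FBPA preincubated 10 min at RT with compound (up to 57.5 uM final), then substrate plus GAPDH/TPI/NAD/arsenate coupling and diaphorase/resazurin added. Fluorescence read after 20 min at RT, 525/598 nm.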
# Starred values were filed as active, the others as inactive; u = inconclusive; x = no result given; & = joins results of further samples; [ ] = another dose, or the depositor's remark. Unless noted, the call rests on the fitted dose curve; in most records, active means well fitted curve in the direction sought with a large enough effect; inconclusive means small, poorly fitted or top-dose-only effect, or another doubt; inactive means no such curve, though single readings can be large; an effect the other way counts as inactive or inconclusive. Compounds were not picked by outcome (roughly 24% active in at least one column).
SMILES,Shiga inhibitor,Sm TGR block,CHX counter,Pf growth 96h,Pf growth 48h,Giardia FBPA inh
COc1cccc(C(=O)Nc2nc3ccc(S(C)(=O)=O)cc3s2)c1,93*,4%,33*,6%,194%[activator],-14%
O=C(CCCN1C(=O)/C(=C\c2ccccc2)SC1=S)Nc1ccc(O)cc1C(=O)O,-4,-22%,-2,-23%,21%,x
COCCN(C(=O)COC(=O)/C=C/c1ccccc1Cl)c1c(N)n(Cc2ccccc2)c(=O)[nH]c1=O,x,5%,x,u,u,x
CCCCn1c(N)c(N(CCOC)C(=O)c2cccc(S(=O)(=O)N3CCCCCC3)c2)c(=O)[nH]c1=O,x,-7%,x,-11%,u,x
COc1ccc(C(=O)c2c(NC(C)=O)sc3c2CCN(C(=O)OC(C)(C)C)C3)cc1,-3,u,1,9.3µM*,8.3µM*,-4%
CC(C)(C)CN1CCN(Cc2cc3ccccc3[nH]2)CC1CCO (configuration not stated),-2,-15%,-3,5.2µM*,12%,1%
NNC(=O)CCn1c2ccccc2c2ccccc21,-6,8%,4,u,14%,0%
Cc1ccc(CCNC(=O)CN2CCN(Cc3ccccc3F)C2=O)cc1,-18,-26%,-4,u,x,2%
CCC1(C)Cc2nc(Cl)c(C#N)cc2CO1 (configuration not stated),17,u,1,16%,1%,5%
Cc1c(C(=O)N2CCOCC2)sc2nc(-c3ccccc3)cn12,43*,6%,21*,x,x,2%

# Retrieved by compound from above (2):
SMILES,Shiga inhibitor,Sm TGR block,CHX counter,Pf growth 96h,Pf growth 48h,Giardia FBPA inh
CCC1(C)Cc2nc(Cl)c(C#N)cc2CO1 (configuration not stated),17,u,1,16%,1%,5%
COc1ccc(C(=O)c2c(NC(C)=O)sc3c2CCN(C(=O)OC(C)(C)C)C3)cc1,-3,u,1,9.3µM*,8.3µM*,-4%

# The list goes on:
SMILES,Shiga inhibitor,Sm TGR block,CHX counter,Pf growth 96h,Pf growth 48h,Giardia FBPA inh
FC(F)(F)c1cccc(-n2cc(-c3ccccc3)[nH]c2=S)c1,20,11%,9,134%[activator],12µM*,12%
Cc1ccc2c(COC(=O)c3ccccc3Br)cc(=O)oc2c1,98*,1%,34*,74%[activator],62%[activator],6%
O=c1[nH]c(CN2CCN(S(=O)(=O)c3ccc4c(c3)OCCO4)CC2)nc2sc3c(c12)CCCC3,-2,1%,-1,u,4%,-6%
CC(=O)/C=C(\C)NCCNc1c(F)c(F)c(CO)c(F)c1F,-14,-16%,-4,x,13%,-11%
Cc1cc(OCC(=O)NCCCN2CCCC2=O)c2c(C)c(C)c(=O)oc2c1,-5,-11%,-1,-10%,-15%,11%
Cc1cc(NC(=O)CSc2nnc(-c3ccccc3)c(-c3ccccc3)n2)no1,-23,-7%[57.1 µM],-4,-2%,3%,6%
COc1cccc(NC(=O)c2ccccc2N2C(=O)C3C4C=CC(C4)C3C2=O)c1 (configuration not stated),4,-8%,-1,u,5%,-3%
CCOC(=O)c1[nH]c2ccc(OC)cc2c1NC(=O)NC(C)C,-15,10%,-4,14%,u,x
C[C@H]1CC[C@@]2(O[C@H](CCO)C[C@@H](O)[C@@H]2O)O1,-9,6%,0,74%[activator],-14%,-8%
CCC(C)NC(=O)c1ccccc1NC(=O)c1ccccc1N(C)S(C)(=O)=O (configuration not stated),-5,-26%,-3,-19%,4%,6%
CCC(=O)NCCc1nc2cc(NC(=O)c3ccc(OC)cc3)ccc2n1C,52,8%,25*,x,119%[activator],0%
O=C(O)Cn1c(SCCOc2ccccc2F)nc2ccccc21,14,-9%,1,-2%,0%,1%
CC1(CC(=O)N/N=C/c2cc(Br)c(O)cc2O)OCCO1,-19,-1%,-3,u,u,12%
O=C(c1ccc(Cl)cc1)N1CCN(CCOc2ccccc2)CC1,-3,8%,-1,0%,x,1%
Cc1cc([N+](=O)[O-])nn1CC(=O)NCc1nc2ccccc2[nH]1,19,7%,3,u,-5%,1%
COc1ccccc1-c1nc(-c2ccc(C)nc2OC)no1,93*,0%,49*,-18%,192%[activator],0%
CCN(CC)c1ccc2c(C)c(CN3CCOCC3)c(=O)oc2c1,19,-6%,-3,75%[activator],u,6%
COc1ccc(C(=O)N/C(=C\c2cn(C)c3ccccc23)C(=O)NCCCN2CCOCC2)cc1OC,-1,-1%,-3,17%,-5%,7%
CCCC(=O)Nc1cc(S(=O)(=O)N2CCCCC2)ccc1N1CCOCC1,x,-12%,x,u,-29%,x
O=C1c2cccnc2C(Nc2ccc(Cl)cc2)N1Cc1cccs1 (configuration not stated),10,-7%,2,u,-16%,-1%

# Reformatted with bars between the fields: part of the list above
SMILES | Shiga inhibitor | Sm TGR block | CHX counter | Pf growth 96h | Pf growth 48h | Giardia FBPA inh
O=C(O)Cn1c(SCCOc2ccccc2F)nc2ccccc21 | 14 | -9% | 1 | -2% | 0% | 1%
CC1(CC(=O)N/N=C/c2cc(Br)c(O)cc2O)OCCO1 | -19 | -1% | -3 | u | u | 12%
O=C(c1ccc(Cl)cc1)N1CCN(CCOc2ccccc2)CC1 | -3 | 8% | -1 | 0% | x | 1%
Cc1cc([N+](=O)[O-])nn1CC(=O)NCc1nc2ccccc2[nH]1 | 19 | 7% | 3 | u | -5% | 1%
COc1ccccc1-c1nc(-c2ccc(C)nc2OC)no1 | 93* | 0% | 49* | -18% | 192%[activator] | 0%
CCN(CC)c1ccc2c(C)c(CN3CCOCC3)c(=O)oc2c1 | 19 | -6% | -3 | 75%[activator] | u | 6%

# (next part)
SMILES,Shiga inhibitor,Sm TGR block,CHX counter,Pf growth 96h,Pf growth 48h,Giardia FBPA inh
CC(/C=N/NC(=O)c1cc(-c2ccc(C)o2)[nH]n1)=C\c1ccccc1,-6,-35%,-2,-20%,-7%,2%
CC1(CC(=O)N/N=C/c2ccc(-c3ccc(C(=O)O)cc3)o2)OCCO1,20,1%,21,27%,44%[activator],1%
CCOc1cc(C2CC(=O)N3CN(C4CCCCC4)CSC3=C2C#N)ccc1O (configuration not stated),-8,10µM*,-3,u,u,0.79µM*
CC(C)Cn1c(SCC(=O)N(C)C2CCS(=O)(=O)C2)nc2cc(Cl)ccc2c1=O (configuration not stated),x,3%,x,-26%,u,x
O=C(CCNC(=O)N1CC(=O)Nc2ccccc21)Nc1ccc(Cl)cc1,-18,-24%,6,2%,17%,3%
Cc1ccc(-n2c(SCc3ccc(C(=O)O)cc3)nnc2-c2ccncc2)cc1,-3,-5%,0,-11%,6%,17%
COc1ccc(CC(NC(C)=O)C(=O)NC2CCN(C(=O)c3cccc(Cl)c3)CC2)cc1OC (configuration not stated),-11,-11%,1,16%,7%,1%
O=C(O)C1CCCN1c1ncnc2ccccc12 (configuration not stated),5,23%,2,x,15%,-7%
CCN(Cc1ccccc1)C(=O)C(=O)c1cn(CC(=O)N2CCCC2)c2ccccc12,9,0%,-3,u,-9%,x
COc1ccc(/C=C/C(=O)NC(=S)NNC(=O)c2cnccn2)cc1,5,-11%,9,u,2.1µM*,8%
O=C(Nc1nc2c(s1)CCCC2)Oc1ccccc1,34*,7%,21*,13%,54%[activator],-10%
Cc1ccc(N2C(=S)N=C(Nc3ccccc3C)C23CCOC(C)(C)C3)cc1 (configuration not stated),3,6%,2,u,u,1%
COc1ccc(N(CC(=O)Nc2ccc(C(N)=O)cc2)S(=O)(=O)c2ccc(C)c([N+](=O)[O-])c2)cc1,12,16%,1,245%[activator],-9%,-1%
COc1ccc(N(CC(=O)NCCSc2ccccn2)S(=O)(=O)c2ccc(C)cc2)cc1OC,-8,-13%,-4,u,u,-5%
CCOc1ccc(NC(=O)C2CCCN2C(=O)OCc2ccccc2)cc1 (configuration not stated),-6,0%,11,u,u,0%
Cc1cc(C)nc(/N=C(\N)C2=C(O)CC(C)(C)CC2=O)n1,18,1%,7,14%,-1%,-3%
O=C(NC1CCN(c2ncccn2)CC1)c1ccccc1Cl,1,10%,4,10µM*,-10%,16%
CC(C)c1ccccc1NC(=O)COC(=O)c1cc([N+](=O)[O-])ccc1N1CCOCC1,x,-2%,x,u,u,x
Cn1nnc2cc(C(=O)NC(C)(C)C)ccc21,34,-3%,-2,5%[5.75 µM],10%,8%
Cc1cccc(N(C(=O)C(F)(F)F)C(C(=O)NC2CCCCC2)c2cccs2)c1 (configuration not stated),-6,7%,-2,9%,u,3%
COc1cc(OC)c(NS(=O)(=O)c2cc(C(=O)OC(C)C(=O)NC3CC3)c(Cl)cc2Cl)cc1Cl (configuration not stated),6,-5%,-3,0%,u,-2%
O=C(O)CSCC(=O)N1CCCN(c2ccc(C(F)(F)F)cn2)CC1,-8,4%,-5,1%,-1%,-5%
CCOC(=O)c1cnc2ccc(C)cc2c1NCCO,-6,-24%,-1,u,13µM*,-4%
COc1ccc(Br)cc1CNc1ccc2[nH]c(=O)[nH]c2c1,-10,u,1,u,-2%,1%
COc1cccc(C2C([N+](=O)[O-])=C(N)Oc3c2c(=O)oc2ccccc32)c1 (configuration not stated),10,u,-1,26%,x,-7%
CCOC(=O)N1CCC(NC(=O)C2CCCN(S(=O)(=O)c3cccnc3)C2)CC1 (configuration not stated),-6,-1%,-5,-11%,-10%,1%
CCN(c1ccccc1)S(=O)(=O)c1nnc(NC(=O)c2ccccc2OC)s1,-6,-22%&0%,-3,35%[activator],-15%,u
CCOc1ccc(N2CC(NS(=O)(=O)c3cccnc3)CC2=O)cc1 (configuration not stated),x,1%,x,17%,11%,x
CN1CCN(C(=O)/C(=C/c2ccco2)NC(=O)c2ccccc2)CC1,3,0%,-5,u,34%[activator],13%
O=C(/C=C/c1ccc2c(c1)OCO2)N1CCOCC1,67*,4%,26*,206%[activator],55%[activator],1%
CC(C)(C)NC(=O)CN(C(=O)CS(=O)CC(=O)Nc1ccc(F)cc1)c1ccc(Cl)cc1 (configuration not stated),-6,-19%,-1,x,u,6%
CCC(CC)NC(=O)COc1ccc(OC)cc1C=O,-27,7%,-2,u,u,3%
O=C(O)c1cc2c([nH]c1=O)CCCC2,-3,2%,-3,35%[activator],15%,7%
CCOC(=O)c1[nH]c(C)c(C(=O)NC2CCCCC2)c1C,-8,4%,-1,9.3µM*,x,2%
CCN1CCN(C(=O)C2COc3ccccc3O2)CC1 (configuration not stated),13,22µM*,1,36%[activator],30%[activator],x
COc1ccc2cc(CN(Cc3cccnc3)Cc3nnnn3Cc3ccccc3)c(=O)[nH]c2c1,-12,0%,-5,-36%,u,-4%
Cn1c(O)c(/C=C2\C=c3ccccc3=NC2=O)c(=O)n(C)c1=O,-2,35µM*,-1,20%,12%,-8%
N#CC(C(=O)Nc1ccc(Cl)c(Cl)c1)=C1Nc2ccccc2N1,-13,2%,11,2.6µM*,7%,-5%
Clc1ccc(CN2CCN(c3ncccn3)CC2)c(Cl)c1,14,-36%,7,7%,-3%,u
CC(C)NS(=O)(=O)c1ccc2c3c(cccc13)CC2,-11,x,8,-15%,-3%,-2%
COc1cc(C(=O)NCc2nnc(SCC(=O)Nc3cccc(C(F)(F)F)c3)o2)cc(OC)c1OC,-1,-6%,6,u,-13%,x
CC1(OC(=O)C2CCCC2)C(=O)C=C2C=C(c3ccsc3)OC=C2C1=O (configuration not stated),-6,45µM*,-5,63%[activator],42%[activator],u
COc1cccc(-c2ncc3ccccc3c2COC(=O)c2ccccc2C(=O)O)c1,x,u,x,u,u,x
O=C(CCc1ccccc1)NC(NC(=S)Nc1ccc(Br)cc1)C(Cl)(Cl)Cl (configuration not stated),7,-14%,-1,x,u,-1%
CN(CC(=O)Nc1ccc(F)cc1)C(=O)c1cc(-c2cccs2)nn1-c1ccccc1,x,5%,x,38%[activator],14%,x
Nc1nc(C(=O)N2CCOCC2)nn1C(=O)c1ccc(Cl)cc1,-10,35µM*,-2,10µM*,17%,5%
CCc1ccc(NC2=NC(C(=O)c3ccccc3)CC(=O)N2)cc1 (configuration not stated),-7,4%,1,x,2%,11%
NCc1ccccc1,19,0%,-3,40%[activator],31%[activator],6%
